Screens deposited in PubChem by several laboratories.
SKKanGAS inh: SKKanGAS growth inhibition; S. pyogenes SKKanGAS, kanamycin growth, BacTiter-Glo, 6 h; inhibition, % at 7.5 µM; 300,000 compounds, 1.3% hits;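 active = mean replicate score, as percent of positive control median, at least 50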;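 also: strain carries kanamycin resistance gene driven by streptokinase promoter and grows in 40 µg/ml kanamycin; loss of luminescence reflects streptokinase promoter inhibition or plain growth inhibition; 0% = median of DMSO wells and 100% = positive control at its reference dose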
MrgX1 allo act: human MrgX1 positive allosteric modulation, primary screen; 310,000 compounds, 0.63% hits; B-score at 10 µM; MrgX1-HEK293, Fluo-4 calcium flux, FDSS; active compounds read high;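 active = plate-corrected calcium response at least 3 library SD above typical, normal starting fluorescence, not activating the receptor alone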;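 also: compound read alongside a low EC10 to EC30 dose of BAM8-22 agonist; peak minus trough fluorescence over baseline measured at the second addition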
Target sequence (Q96LB2 whole entry, looked up): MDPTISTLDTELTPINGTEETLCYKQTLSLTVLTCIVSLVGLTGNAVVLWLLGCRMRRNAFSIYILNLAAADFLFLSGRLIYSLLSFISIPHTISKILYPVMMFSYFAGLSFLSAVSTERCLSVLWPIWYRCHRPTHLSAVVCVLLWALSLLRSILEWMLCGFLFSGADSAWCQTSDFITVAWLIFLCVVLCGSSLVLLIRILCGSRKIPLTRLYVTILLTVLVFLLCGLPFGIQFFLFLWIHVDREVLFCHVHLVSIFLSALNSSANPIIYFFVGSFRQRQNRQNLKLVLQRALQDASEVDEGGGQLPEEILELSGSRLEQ
MrgX1 antag: blocks BAM8-22 activation of human MrgX1 receptor. Q96LB2. MRGX1-HEK293 calcium flux, Fluo-4, BAM8-22 antagonism; active compounds read low. B-score at 10 µM. 310,000 compounds, 1.3% hits. AID 588676;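 active = calcium-response B-score plate-corrected more than 3 library SD below zero, starting fluorescence within 5 deviations, no agonist response on first addition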;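 also: peak minus trough fluorescence over baseline after final BAM8-22 challenge near maximal dose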
RGS4 act: potentiators or activators of RGS4 | HEK293 M3R/inducible RGS4, carbachol calcium flux Fluo4; active compounds read low | B-score at 10 µM | 310,000 compounds, 0.92% hits | AID 463111;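 active = B-score of the integrated calcium signal more than 4 SD below the library mean, with starting fluorescence not abnormally high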;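 also: negative B-score means reduced calcium response which marks RGS4 activation or potentiation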
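Assay system: HEK293 FlpIn-TREx cells, stable M3R, doxycycline-inducible RGS4 / Probe or stimulus: carbachol, ECmax concentration / Times: overnight RGS4 induction, 30 min dye load 37 °C, 20 min compound RT / Signal: kinetic calcium fluorescence imaging with Fluo4-AM dye, 2 µM / Measure: Agonist-evoked peak-minus-minimum fluorescence over baseline, integrated ratio, B score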
ANO1 activ: activators or potentiators of mouse TMEM16A chloride channel | Q8BHY3 | HEK293 TMEM16A/YFP-H148Q/I152L, iodide quench fluorescence; active compounds read low | B-score at 10 µM | 340,000 compounds, 0.3% hits | AID 623877;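 active = fluorescence-ratio B-score plate-corrected deviation score at least 3 library SD below zero, with starting fluorescence score within 5 deviations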;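 also: channel opened by trigger with iodide after compound preincubation; score built on the fluorescence ratio of max minus min over baseline; more negative score means more quench and so TMEM16A activation or potentiation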
RGS4 block: inhibitors of human RGS4. P49798. HEK293 M3R/RGS4 inducible, Fluo-4 calcium flux; active compounds read high; triggered by carbachol at its EC20. B-score at 10 µM. 310,000 compounds, 0.45% hits. AID 463165;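 active = B-score, a plate-corrected calcium signal, over three deviations above library mean, with baseline fluorescence within five deviations of library mean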;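 also: RGS4 expression induced by doxycycline in cells with stable M3 receptor; B-score is computed from the integrated fluorescence ratio over baseline after carbachol; higher B-score means a larger calcium signal and so more RGS4 inhibition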
Target sequence (P49798 whole entry, looked up): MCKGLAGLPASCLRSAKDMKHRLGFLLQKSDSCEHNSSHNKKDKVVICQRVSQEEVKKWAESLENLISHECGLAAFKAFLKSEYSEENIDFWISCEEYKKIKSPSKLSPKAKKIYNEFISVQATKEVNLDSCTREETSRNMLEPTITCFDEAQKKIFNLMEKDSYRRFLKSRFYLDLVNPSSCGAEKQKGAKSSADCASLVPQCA
TRPC6 inh: inhibitors of mouse TRPC6 channel | B-score at 10 µM | Q61143 | 310,000 compounds, 1.1% hits | HEK293-TRPC6, membrane potential dye, ACh-evoked depolarization; active compounds read low | AID 2553;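 active = B-score under library mean minus 3 SD, initial fluorescence not abnormally high, positive integrated signal ratio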;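 also: B-score derived from integrated fluorescence ratio over the kinetic read; more negative B-score means stronger inhibition of depolarization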
TRPC6 act: activators of mouse TRPC6 channel | AID 2550 | HEK293-TRPC6 membrane potential dye fluorescence; active compounds read high | Q61143 | B-score at 10 µM | 310,000 compounds, 0.13% hits;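 active = B-score of the integrated fluorescence ratio above library mean plus 3 SD, and starting fluorescence ratio within library mean plus 5 SD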;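 also: higher score means more depolarization so channel activation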
ANO1 block: mouse TMEM16A channel inhibition, primary screen. HEK293 TMEM16A/YFP iodide influx fluorescence, ionomycin. 310,000 compounds, 1.2% hits. normalized B-score (activity score, 25-100; higher = stronger inhibition) at 10 µM. Q8BHY3. AID 588511;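 active = ratio plate-corrected score three or more library SD toward inhibition, starting fluorescence score within five deviations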;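 also: score derived from kinetic fluorescence span divided by baseline fluorescence per well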
HDAC3 inh: inhibitors of human histone deacetylase 3; 320,000 compounds, 0.15% hits; inhibition, % at 8.3 µM; O15379; recombinant HDAC3, fluorogenic peptide/trypsin coupled, fluorescence; in the data active = inhibition above about 26%, passing the limit was not always enough
Target sequence (O15379 whole entry, looked up): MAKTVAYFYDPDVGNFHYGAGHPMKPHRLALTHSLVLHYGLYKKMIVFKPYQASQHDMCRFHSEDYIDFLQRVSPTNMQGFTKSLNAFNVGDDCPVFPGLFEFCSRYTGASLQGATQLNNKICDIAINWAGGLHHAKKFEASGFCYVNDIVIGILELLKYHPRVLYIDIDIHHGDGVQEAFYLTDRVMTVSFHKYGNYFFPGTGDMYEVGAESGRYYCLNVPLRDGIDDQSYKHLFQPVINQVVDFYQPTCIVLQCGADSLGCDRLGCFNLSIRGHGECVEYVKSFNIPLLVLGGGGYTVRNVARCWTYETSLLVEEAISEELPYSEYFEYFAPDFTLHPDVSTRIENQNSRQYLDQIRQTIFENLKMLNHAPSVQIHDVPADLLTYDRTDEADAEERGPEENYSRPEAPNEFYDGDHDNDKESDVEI
MrgX1 agonist: human MrgX1 receptor agonism, primary screen; Q96LB2; MrgX1-HEK293 cells, Fluo-4 calcium fluorescence, agonist mode; active compounds read high; B-score at 10 µM; 310,000 compounds, 0.44% hits; AID 588627;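 active = calcium response B-score plate-corrected fluorescence ratio at least 3 library SD, with starting fluorescence B-score inside 5 SD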
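Test system: HEK293 cells stably expressing human MrgX1 receptor; amount: 15,000 cells per well; doses: compound delivered in addition one of three; times: overnight plating before 1 h dye loading; detection: Fluo-4 NW calcium-flux fluorescence, kinetic read; read-out basis: B-scored fluorescence response ratio; controls: positive and negative controls per plate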
Starred values were filed as active, the others as inactive.

How did O=C(CCCNC(=O)c1ccc(Cl)cc1)Nc1ccc(Br)cc1 do in these assays?
SKKanGAS inh: -4.1; MrgX1 allo act: inactive; MrgX1 antag: inactive; RGS4 act: inactive; ANO1 activ: inactive; RGS4 block: inactive; TRPC6 inh: inactive; TRPC6 act: inactive; ANO1 block: inactive; HDAC3 inh: 4.5; MrgX1 agonist: inactive

How did COc1ccc(NC(=S)N2CCN(S(=O)(=O)c3ccc(F)cc3)CC2)cc1OC do in these assays?
SKKanGAS inh: 0.3; MrgX1 allo act: inactive; MrgX1 antag: inactive; RGS4 act: inactive; ANO1 activ: inactive; RGS4 block: inactive; TRPC6 inh: inactive; TRPC6 act: inactive; ANO1 block: inactive; MrgX1 agonist: inactive

Results for COCCn1c(SCC(=O)Nc2cccc(OC)c2)nnc1-c1ccccc1 ?
SKKanGAS inh: 4.0; MrgX1 allo act: inactive; MrgX1 antag: inactive; RGS4 act: inactive; ANO1 activ: inactive; RGS4 block: inactive; TRPC6 inh: inactive; TRPC6 act: inactive; ANO1 block: inactive; HDAC3 inh: -0.4; MrgX1 agonist: inactive

Results for CCCCc1nn(-c2cc(Cl)ccc2OC)c2c1C(=O)CC(C)(C)C2 ?
SKKanGAS inh: 1.5; MrgX1 allo act: inactive; MrgX1 antag: inactive; RGS4 act: inactive; ANO1 activ: inactive; RGS4 block: inactive; TRPC6 inh: inactive; TRPC6 act: inactive; ANO1 block: inactive; HDAC3 inh: 0.1; MrgX1 agonist: inactive

Results for COc1cc(/C=N/n2c(C3CCCCC3)n[nH]c2=S)cc(OC)c1O ?
SKKanGAS inh: -3.3; MrgX1 allo act: inactive; MrgX1 antag: inactive; RGS4 act: inactive; ANO1 activ: inactive; RGS4 block: inactive; TRPC6 inh: inactive; TRPC6 act: inactive; ANO1 block: inactive; HDAC3 inh: -2.6; MrgX1 agonist: inactive

Results for CN(CC(=O)NC1CCCCC1)S(=O)(=O)c1ccc2c(c1)c(=O)n(C)c(=O)n2C ?
SKKanGAS inh: -3.6; MrgX1 allo act: inactive; MrgX1 antag: inactive; RGS4 act: inactive; ANO1 activ: inactive; RGS4 block: inactive; TRPC6 inh: inactive; TRPC6 act: inactive; ANO1 block: inactive; HDAC3 inh: -1.0; MrgX1 agonist: inactive

What do the screens show for `CCOc1ccc(OCC)c(NC(=O)C2CCCN(c3nc(C)cc(C)n3)C2)c1` (centres undefined)?
SKKanGAS inh: 17.5; MrgX1 allo act: inactive; MrgX1 antag: inactive; RGS4 act: inactive; ANO1 activ: inactive; RGS4 block: inactive; TRPC6 inh: inactive; TRPC6 act: inactive; ANO1 block: inactive; HDAC3 inh: -0.5; MrgX1 agonist: inactive

Results for O=C(CCc1nc2ccccc2c(=O)[nH]1)OCC(=O)N1CCc2ccccc21 ?
SKKanGAS inh: -17.5; MrgX1 allo act: inactive; MrgX1 antag: inactive; RGS4 act: inactive; ANO1 activ: inactive; RGS4 block: inactive; TRPC6 inh: inactive; TRPC6 act: inactive; ANO1 block: inactive; HDAC3 inh: 0.4; MrgX1 agonist: inactive

What do the screens show for `CC(C)C(O)(C#CCN1CCCC1)c1ccccc1` (centres undefined)?
SKKanGAS inh: 3.5; MrgX1 allo act: inactive; MrgX1 antag: inactive; RGS4 act: -7.45*; ANO1 activ: inactive; RGS4 block: inactive; TRPC6 inh: -5.94*; TRPC6 act: inactive; ANO1 block: inactive; HDAC3 inh: -7.8; MrgX1 agonist: inactive

How did Cc1csc(NC(=O)c2ccc(N3CCCC3=O)cc2)n1 do in these assays?
SKKanGAS inh: -2.8; MrgX1 allo act: inactive; MrgX1 antag: inactive; RGS4 act: inactive; ANO1 activ: inactive; RGS4 block: inactive; TRPC6 inh: inactive; TRPC6 act: inactive; ANO1 block: inactive; HDAC3 inh: 0.5; MrgX1 agonist: inactive

Results for Cc1ccc(C(C)C)cc1OCC(=O)NC1CCCCCCC1 ?
SKKanGAS inh: -4.2; MrgX1 allo act: inactive; MrgX1 antag: inactive; RGS4 act: inactive; ANO1 activ: inactive; RGS4 block: inactive; TRPC6 inh: inactive; TRPC6 act: inactive; ANO1 block: inactive; HDAC3 inh: -10.6; MrgX1 agonist: inactive

Results for O=[N+]([O-])c1ccc(/C=N/n2c(COc3ccccc3)n[nH]c2=S)cc1 ?
SKKanGAS inh: -0.4; MrgX1 allo act: inactive; MrgX1 antag: inactive; RGS4 act: inactive; ANO1 activ: inactive; RGS4 block: inactive; TRPC6 inh: inactive; TRPC6 act: inactive; ANO1 block: inactive; HDAC3 inh: -3.4; MrgX1 agonist: inactive

How did CCOC(=O)c1c(NC(=O)CSC(=S)N(C)C)sc(C)c1C do in these assays?
SKKanGAS inh: -2.6; MrgX1 allo act: inactive; MrgX1 antag: inactive; RGS4 act: inactive; ANO1 activ: inactive; RGS4 block: inactive; TRPC6 inh: inactive; TRPC6 act: inactive; ANO1 block: inactive; HDAC3 inh: 0.1; MrgX1 agonist: inactive

Results for CCOc1cc(C2NC(=O)NC2=O)ccc1O (centres undefined) ?
SKKanGAS inh: 0.8; MrgX1 allo act: inactive; MrgX1 antag: inactive; RGS4 act: inactive; ANO1 activ: inactive; RGS4 block: inactive; TRPC6 inh: inactive; TRPC6 act: inactive; ANO1 block: inactive; HDAC3 inh: -7.3; MrgX1 agonist: inactive

Results for COc1ccccc1OCC(=O)NCCS(=O)(=O)N1CCN(c2ccccc2)CC1 ?
SKKanGAS inh: 0.5; MrgX1 allo act: inactive; MrgX1 antag: inactive; RGS4 act: inactive; ANO1 activ: inactive; RGS4 block: inactive; TRPC6 inh: -7.5*; TRPC6 act: inactive; ANO1 block: inactive; HDAC3 inh: 0.1; MrgX1 agonist: inactive

Results for CSc1ccccc1C(=O)NCc1ccc(C)cc1 ?
SKKanGAS inh: 2.2; MrgX1 allo act: inactive; MrgX1 antag: inactive; RGS4 act: inactive; ANO1 activ: inactive; RGS4 block: inactive; TRPC6 inh: inactive; TRPC6 act: inactive; ANO1 block: inactive; HDAC3 inh: -6.4; MrgX1 agonist: inactive

How did CCNC(=O)NC(=O)C(C)Sc1nnc(COc2ccccc2Cl)o1 (centres undefined) do in these assays?
SKKanGAS inh: -6.5; MrgX1 allo act: inactive; MrgX1 antag: inactive; RGS4 act: inactive; ANO1 activ: inactive; RGS4 block: inactive; TRPC6 inh: inactive; TRPC6 act: inactive; ANO1 block: inactive; HDAC3 inh: -3.3; MrgX1 agonist: inactive

Results for CCOC(=O)c1nc(Nc2ccccc2)c2ccccc2n1 ?
SKKanGAS inh: -1.2; MrgX1 allo act: inactive; MrgX1 antag: inactive; RGS4 act: inactive; ANO1 activ: inactive; RGS4 block: inactive; TRPC6 inh: inactive; TRPC6 act: inactive; ANO1 block: inactive; HDAC3 inh: 4.5; MrgX1 agonist: inactive

How did c1ccc2c(CCNc3ncnc4nc[nH]c34)cccc2c1 do in these assays?
SKKanGAS inh: -6.3; MrgX1 allo act: inactive; MrgX1 antag: inactive; RGS4 act: inactive; ANO1 activ: inactive; RGS4 block: inactive; TRPC6 inh: inactive; TRPC6 act: inactive; ANO1 block: inactive; HDAC3 inh: -11.9; MrgX1 agonist: inactive

How did COc1cccc(S(=O)(=O)N2CCN(c3ccccc3F)CC2)c1 do in these assays?
SKKanGAS inh: 9.6; MrgX1 allo act: inactive; MrgX1 antag: inactive; RGS4 act: inactive; ANO1 activ: inactive; RGS4 block: inactive; TRPC6 inh: inactive; TRPC6 act: inactive; ANO1 block: inactive; HDAC3 inh: -2.1; MrgX1 agonist: inactive

How did Cc1ccc(Nc2nc(CSc3nnc(-c4ccccc4)n3C)cs2)cc1 do in these assays?
SKKanGAS inh: 12.5; MrgX1 allo act: inactive; MrgX1 antag: inactive; RGS4 act: inactive; ANO1 activ: inactive; RGS4 block: inactive; TRPC6 inh: inactive; TRPC6 act: inactive; ANO1 block: inactive; HDAC3 inh: 4.0; MrgX1 agonist: inactive

How did O=C(NCCc1ccccc1)C1CCC(=O)N1CCc1ccccc1 (centres undefined) do in these assays?
SKKanGAS inh: 0.6; MrgX1 allo act: inactive; MrgX1 antag: inactive; RGS4 act: inactive; ANO1 activ: inactive; RGS4 block: inactive; TRPC6 inh: inactive; TRPC6 act: inactive; ANO1 block: inactive; HDAC3 inh: 3.5; MrgX1 agonist: inactive

What do the screens show for `NC(=O)c1cc[n+](Cc2ccccc2Cl)cc1`?
SKKanGAS inh: -1.8; MrgX1 allo act: inactive; MrgX1 antag: inactive; RGS4 act: inactive; ANO1 activ: inactive; RGS4 block: inactive; TRPC6 inh: inactive; TRPC6 act: inactive; ANO1 block: inactive; HDAC3 inh: 2.1; MrgX1 agonist: inactive

Results for Cn1c(SCC(=O)c2ccc3c(c2)Cc2ccccc2-3)nnc1-c1ccccc1 ?
SKKanGAS inh: 1.3; MrgX1 allo act: inactive; MrgX1 antag: inactive; RGS4 act: inactive; ANO1 activ: inactive; RGS4 block: inactive; TRPC6 inh: inactive; TRPC6 act: inactive; ANO1 block: inactive; HDAC3 inh: 0.5; MrgX1 agonist: inactive

What do the screens show for `COc1ccc(CCNc2oc(-c3cccc4ccccc34)nc2P(=O)(OC)OC)cc1OC`?
SKKanGAS inh: -5.2; MrgX1 allo act: inactive; MrgX1 antag: inactive; RGS4 act: inactive; ANO1 activ: inactive; RGS4 block: inactive; TRPC6 inh: inactive; TRPC6 act: inactive; ANO1 block: inactive; HDAC3 inh: -6.8; MrgX1 agonist: inactive

Results for Cc1cc(C)n2nc(C(=O)Nc3ccc(N4CCOCC4)cc3)nc2n1 ?
SKKanGAS inh: 11.9; MrgX1 allo act: inactive; MrgX1 antag: inactive; RGS4 act: inactive; ANO1 activ: inactive; RGS4 block: inactive; TRPC6 inh: inactive; TRPC6 act: inactive; ANO1 block: inactive; HDAC3 inh: 7.3; MrgX1 agonist: inactive

How did O=C(NC1CC1)c1nc2c(nnn2Cc2ccccc2Cl)c(=O)[nH]1 do in these assays?
SKKanGAS inh: 9.5; MrgX1 allo act: inactive; MrgX1 antag: inactive; RGS4 act: inactive; ANO1 activ: inactive; RGS4 block: inactive; TRPC6 inh: inactive; TRPC6 act: inactive; ANO1 block: inactive; HDAC3 inh: -7.9; MrgX1 agonist: inactive
